PMI act satM6P: activators of human phosphomannose isomerase at near-saturating mannose 6-phosphate. P34949. coupled PMI enzyme assay, resazurin fluorescence, 20 min; hits give high values; 1 = untreated enzyme, 0 = substrate-free blank. activation factor at 20 µM. hit rate 0.34% among 190,000;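 active = activation factor of 2 or more at 20 µM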
Target sequence (P34949 whole entry, looked up): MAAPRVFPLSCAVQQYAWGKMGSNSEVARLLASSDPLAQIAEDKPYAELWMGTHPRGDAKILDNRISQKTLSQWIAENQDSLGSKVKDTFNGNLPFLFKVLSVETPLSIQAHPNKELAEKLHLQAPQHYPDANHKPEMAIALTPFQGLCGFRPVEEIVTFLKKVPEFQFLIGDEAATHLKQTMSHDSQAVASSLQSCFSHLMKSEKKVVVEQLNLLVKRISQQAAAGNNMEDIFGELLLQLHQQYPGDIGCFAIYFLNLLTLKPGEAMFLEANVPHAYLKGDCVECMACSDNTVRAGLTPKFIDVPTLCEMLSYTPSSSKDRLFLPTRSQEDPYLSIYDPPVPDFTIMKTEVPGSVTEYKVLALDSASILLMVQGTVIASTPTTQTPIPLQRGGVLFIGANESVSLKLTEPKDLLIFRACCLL
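Test system – human PMI in coupled enzyme assay · Timing – 20 min incubation at room temperature · Detection – Diaphorase-driven resazurin-to-resorufin fluorescence, excitation 544, emission 590 nm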
TLR4-MyD88 BLA: TLR4-MyD88 interaction inhibition in cells; O00206+Q99836; HeLa CL3-4 TLR4/MyD88 BLA complementation, FRET ratio; inhibition, % at 8.4 µM; hit rate 0.18% among 200,000; in the data active = inhibition above about 25%;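 also: 0% = vehicle and 100% = reference inhibitor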
L major viab: Leishmania major promastigote growth inhibition; Leishmania major promastigotes, resazurin fluorescence viability; hit rate 9% among 200,000; AID 1063; inhibition, % at 10 µM;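 also: promastigotes grown with compound for 44 hours at 28 °C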
S1P3 antag: antagonists of human S1P3 receptor. inhibition, % at 4.98 µM. CHO S1P3 NFAT-BLA reporter, FRET fluorescence, antagonist mode. Q99500. hit rate 0.27% among 170,000. AID 485;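 active = inhibition above the plate cutoff, the mean inhibition of test wells on that plate plus 3 SD, cut at about 28% in these data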;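 also: cells challenged with S1P at its EC80 of 0.8 µM; blue over green emission ratio from cleaved BLA substrate after 4 h stimulation; 0% = S1P-stimulated wells and 100% = unstimulated DMSO-only wells; some compounds past the cut are filed as inactive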
Target sequence (Q99500 whole entry, looked up): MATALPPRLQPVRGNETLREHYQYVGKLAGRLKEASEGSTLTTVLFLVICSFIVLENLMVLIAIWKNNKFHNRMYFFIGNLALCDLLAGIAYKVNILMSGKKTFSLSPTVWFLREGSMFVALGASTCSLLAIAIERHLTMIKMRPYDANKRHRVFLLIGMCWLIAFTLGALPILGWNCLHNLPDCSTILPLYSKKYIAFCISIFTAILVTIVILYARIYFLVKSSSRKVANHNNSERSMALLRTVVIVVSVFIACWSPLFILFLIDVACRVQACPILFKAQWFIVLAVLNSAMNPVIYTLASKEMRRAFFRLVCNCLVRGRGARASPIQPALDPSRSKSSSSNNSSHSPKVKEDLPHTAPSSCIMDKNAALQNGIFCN
Diaph act CS: counter-screen for diaphorase-based assays: diaphorase activators and chemical reducers; Diaphorase/resazurin coupled assay, resorufin fluorescence, 16 min; hits give high values; 1 = vehicle wells, 0 = NADH-free wells; activation factor at 20 µM; hit rate 0.005% among 190,000;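 active = diaphorase activity raised at least twofold by the compound at 20 µM; inactive = activation factor below 2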
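Assay system: Purified diaphorase enzyme from Clostridium kluyveri | Amount: Enzyme 0.07 U/mL final | Dosing: Compound 20 µM once, DMSO 1% | Timing: 16 min reaction at room temperature | Detection: Fluorescence, excitation 544 nm and emission 590 nm | Evaluation: Higher resorufin formation from activation or reduction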
DTT redox prof: compounds producing H2O2 with reducing agent – biochemical, NIH compound library profiling, artefact control for MLSCN library redox annotation, primary screen. hit rate 0.03% among 200,000. AID 878. DTT-dependent redox cycling H2O2, phenol red/HRP absorbance; 100% = 100 µM peroxide control, 0% = buffer. activation, % at 10 µM;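 active = activation of at least 50% relative to the plate's high and low controls in the primary single-dose screen; inactive = activation below 50%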;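 also: compound incubated with DTT at 0.8 mM final as the reducing agent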
Hsp70 act: transcriptional activators of Hsp70 | HeLa Hsp70 promoter luciferase reporter, luminescence; scaled: vehicle 0, proteasome-inhibitor control 100% | activation, % at 10 µM | hit rate 0.04% among 200,000 | AID 1203;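 active = activation above the mean across all tested compounds plus 3 SD, cutoff set per campaign, cut at about 5.5% in these data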;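 also: 100% = MG132 at 30 µM as the positive control and 0% = DMSO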
RAM network inh: blocks the yeast RAM network; S. cerevisiae dse1pr::URA3 reporter, 5-FOA growth OD615, 2 d; analog-sensitive cbk1-as2 kinase mutant strain; inhibition, % at 50 µM; hit rate 1.8% among 190,000; AID 868;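 active = inhibition above a set limit, 3 SD over mean compound inhibition, cut at about 8.4% in these data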;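 also: 0% = DMSO-only wells with no growth and 100% = 10 µM 1-NA-PP1 full growth; inhibition rescues growth on 5-FOA so higher OD means more RAM inhibition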
PMI activator: phosphomannose isomerase (human) activation; P34949; AID 1214; activation factor at 20 µM; purified human PMI, coupled resazurin fluorescence, 20 min; hits give high values; 1 = vehicle control, 0 substrate-free wells; hit rate 0.005% among 190,000;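 active = activation factor of 2 or more at 20 µM, relative to plate controls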
Diaphorase inh: diaphorase inhibition or chemical oxidation counter-screen; diaphorase resazurin-to-resorufin fluorescence, NADH, 16 min; bacterial (C. kluyveri) enzyme, not human; inhibition, % at 20 µM; hit rate 0.69% among 190,000; AID 1217;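 active = primary screen inhibition at 20 µM above a set limit, cut at about 50% in these data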;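 also: plate controls were DMSO with full reaction for no effect and wells lacking NADH for full effect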
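Test system: Clostridium kluyveri diaphorase enzyme / Quantity: diaphorase at 0.14 U/mL in enzyme working solution / Incubation: 16-min room-temperature incubation before reading / Benchmarks: NADH-free wells as positive control, DMSO-only neutral wells / Signal: resorufin fluorescence 544/590 nm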
G6PDH counter: inhibits Leuconostoc G6PDH, flagging false hits in G6PDH-based assays | Purified L. mesenteroides G6PDH, diaphorase/resazurin coupled fluorescence, 45 min | hit rate 0.12% among 200,000 | AID 1020 | inhibition, % at 5 µM
Numbers without * were called inactive; / = no result given. Rule as the data show it, unless noted: active = inhibition above about 50%; inactive = the rest.

| mol | PMI act satM6P | Diaph act CS | DTT redox prof | PMI activator | Diaphorase inh | G6PDH counter | S1P3 antag | L major viab | RAM network inh | TLR4-MyD88 BLA | Hsp70 act |
| --- | --- | --- | --- | --- | --- | --- | --- | --- | --- | --- | --- |
| O=C(Nc1nc2ccccc2s1)c1cnccn1 | 0.9 | 0.9 | 0.0 | 0.9 | 13 | 0 | / | 13 | 2.9 | -2 | 0.2 |
| COc1cc(NC(=O)c2cc(-c3cccc(O)c3)on2)cc(OC)c1OC | 0.9 | 0.8 | -0.3 | 0.9 | 25 | 5 | -9 | 6 | 6.7 | -6 | 0.5 |
| COc1ccc(CCC(=O)Nc2cc([N+](=O)[O-])ccc2OC)cc1 | 0.9 | 0.8 | -0.5 | 0.9 | 21 | -1 | 7 | -6 | 4.8 | -3 | -0.2 |
| Cc1c(C(=O)NN)sc(-c2ccccc2)c1C#N | 1.2 | 0.9 | -0.3 | 1.2 | 12 | -3 | -16 | 0 | 0.7 | 5 | 0.0 |
| N#C/C(=C(/O)COC(=O)COc1ccc(Cl)cc1)c1nc2ccccc2[nH]1 | 1 | 1 | 5.4 | 1 | 4 | -16 | -3 | 3 | 3.1 | 4 | -0.3 |
| O=C1NC2(CCC3(CC2)OCCO3)NN1c1ccccc1 | 2.3* | 0.8 | 0.0 | 1.6 | 17 | 1 | 3 | -3 | 1.2 | -11 | -0.2 |
| CCCn1nnc(NC(=O)c2cccc(OCc3ccccc3)c2)n1 | 1 | 1 | -1.2 | 0.9 | 0 | 6 | / | 52* | 4.6 | -7 | -0.3 |
| O=C(N/N=C/c1ccc([N+](=O)[O-])s1)c1ccccc1 | 1 | 1.2 | -0.5 | 1.2 | -18 | -1 | -20 | 100* | -0.3 | -6 | 0.3 |
| O=C(CNC(=O)c1cccs1)NCC(=O)OCc1ccc(Cl)cc1Cl | 0.9 | 0.8 | -4.5 | 0.9 | 22 | 2 | / | -5 | 3.0 | 4 | 0.7 |
| CC(C)[C@H](NC(=O)NCc1ccc(Cl)cc1)C(=O)O | 1.1 | 0.9 | 2.6 | 1.1 | 7 | 2 | -21 | -2 | 1.9 | -6 | -0.4 |
| CCC(C)(C)n1nnnc1C(c1cccs1)N1CCc2ccccc21 (stereo unspecified) | 0.8 | 0.8 | -0.4 | 0.9 | 18 | 15 | 18 | 32 | 1.5 | 4 | 0.1 |
| CCOC(=O)N1CCN(CC(=O)Nc2cccc(Br)c2)CC1 | 1 | 0.8 | 0.0 | 1 | 16 | -2 | / | -5 | 0.3 | 12 | -0.2 |
| CCC(=O)Nc1cc(C(F)(F)F)ccc1N1CCOCC1 | 1 | 0.9 | 0.5 | 1 | 14 | 5 | 8 | -6 | -0.7 | 6 | -0.2 |
| Cc1cc(N(C)C)c(C#N)c(NCc2ccccc2)n1 | 1 | 0.9 | -1.0 | 1 | 10 | 4 | 6 | 13 | 2.9 | 8 | 0.1 |
| CC(Nc1ccccc1)c1cc(Cl)ccc1O (stereo unspecified) | 1 | 0.8 | 1.3 | 1 | 20 | 7 | / | 96* | -0.9 | 5 | -0.5 |
| CC(=O)NC(NC(=S)Nc1ccccc1Br)C(Cl)(Cl)Cl (stereo unspecified) | 1.3 | 1.1 | -1.2 | 1.2 | -7 | 15 | -40 | 4 | 4.2 | -2 | -0.2 |
| CCOC(=O)N/N=C(\C)c1ccccc1OC(F)F | 1.1 | 1.1 | 0.6 | 1 | -7 | -2 | 2 | -1 | -0.4 | 2 | -0.5 |
| O=C(NCCCN1CCCC1=O)c1ccc(Cl)c(NS(=O)(=O)c2ccc(F)cc2)c1 | 0.9 | 0.9 | 0.8 | 0.8 | 9 | 20 | -25 | 1 | -0.1 | 8 | 0.0 |
| S=c1[nH]nc(-c2cccc(Cl)c2)n1CCN1CCCCC1 | 1 | 1 | -0.1 | 1.1 | 2 | -1 | 5 | -5 | 1.2 | 5 | -0.1 |
| C/C(=N\NC(=O)c1ccncc1)c1cc2ccccc2oc1=O | 1.1 | 0.9 | -0.6 | 1.1 | 7 | 2 | -2 | -5 | 1.1 | -6 | -0.2 |
| C=CC(C)Sc1nc2c(c(=O)n(C)c(=O)n2C)n1Cc1ccccc1Cl (stereo unspecified) | 0.8 | 0.8 | -0.4 | 0.8 | 21 | -23 | -4 | 4 | 2.4 | -1 | -0.4 |
| CCn1nc2cc(C(=O)NCC34CC5CC(CC(C5)C3)C4)ccc2c1OC | 1.3 | 1 | -6.0 | 1.2 | 2 | 13 | / | 51* | -0.4 | -3 | -0.2 |
| COC(=O)c1ccc(COc2cccc(OC)c2)o1 | 1 | 0.8 | 0.6 | 0.9 | 18 | -2 | / | -13 | 0.8 | 2 | -0.1 |
| O=C(O)C1CCCN(S(=O)(=O)c2ccc(Br)s2)C1 (stereo unspecified) | 1.1 | 1 | -0.6 | 1.2 | -2 | 13 | -5 | -10 | 0.1 | 6 | -0.3 |
| COc1ccc(/C=C/C(=O)Nc2ccccc2C(=O)N2CCCC2)cc1 | 1 | 0.9 | 1.2 | 1 | 14 | 4 | / | -7 | 1.2 | 4 | -0.3 |

Looked up above:
CCCn1nnc(NC(=O)c2cccc(OCc3ccccc3)c2)n1 in TLR4-MyD88 BLA: -7
COC(=O)c1ccc(COc2cccc(OC)c2)o1 in Diaphorase inh: 18

More records.
| mol | PMI act satM6P | Diaph act CS | DTT redox prof | PMI activator | Diaphorase inh | G6PDH counter | S1P3 antag | L major viab | RAM network inh | TLR4-MyD88 BLA | Hsp70 act |
| --- | --- | --- | --- | --- | --- | --- | --- | --- | --- | --- | --- |
| CC(=O)NC1C(OCCOc2ccc(Cl)cc2Cl)OC(COC(C)=O)C(OC(C)=O)C1OC(C)=O (stereo unspecified) | 0.9 | 0.9 | -6.9 | 1 | 6 | 11 | / | -3 | 2.1 | 12 | -0.2 |
| COc1ccc(OC)c(NC(=O)Cc2coc3ccc4ccccc4c23)c1 | 0.8 | 0.7 | 0.1 | 0.8 | 26 | 1 | / | 14 | 1.0 | -3 | 0.0 |
| Cc1ccc(N2C(=O)c3n[nH]c(C)c3C2c2ccccn2)cc1 (stereo unspecified) | 0.9 | 0.9 | -0.2 | 1 | 14 | 8 | -15 | 5 | 0.5 | -4 | -0.2 |
| COc1ccc(S(=O)(=O)Nc2ccc(O)c(Sc3nc4ccccc4s3)c2)cc1 | 1.2 | 0.8 | -0.2 | 1.1 | 25 | 7 | -10 | 3 | 2.9 | -2 | -0.6 |
| O=C(NCc1ccccc1)C1=C[C@@H](C2CC2)C[C@@H](OCc2ccc(CO)cc2)O1 | 0.9 | 0.8 | -0.9 | 0.9 | 15 | 12 | -9 | 3 | 0.1 | -16 | -0.3 |
| COc1cccc(N(C(=O)c2ccco2)C(C(=O)NC2CCCC2)c2cccnc2)c1 (stereo unspecified) | 1 | 1 | 0.2 | 1 | 2 | 9 | -27 | -2 | 0.1 | -2 | -0.5 |
| O=C(/C=C/c1cccc([N+](=O)[O-])c1)Nc1cccc(NC(=O)c2ccco2)c1 | 0.9 | 0.9 | 0.8 | 0.9 | 14 | -47 | -14 | 39 | -1.1 | 6 | -0.5 |
| COc1ccc(NC(=S)N2CCN(C(=O)c3ccco3)CC2)c(OC)c1 | 0.9 | 0.9 | 0.3 | 0.9 | 9 | -9 | 5 | 34 | -0.3 | 1 | 0.3 |
| COc1ccc(N2CC(O)(c3ccc(OC(F)F)cc3)[N+]3=C2CCCC3)cc1 (stereo unspecified) | 1.1 | 1.1 | -0.5 | 1.1 | -13 | 2 | 4 | -4 | 0.9 | 3 | -0.1 |
| CCc1ccccc1NC(=S)NC1CC2CCC(C1)N2Cc1ccco1 (stereo unspecified) | 1 | 1 | 1.4 | 1 | 2 | 10 | / | 71* | -0.3 | 8 | 0.1 |
| CC(=NCc1ccc2c(c1)OCO2)C1=C(O)c2ccccc2C1=O | 0.9 | 0.8 | 2.4 | 0.9 | 22 | -1 | 22 | -3 | 1.6 | 3 | 0.0 |
| Cc1ccnc(SCCn2c(Br)nc3c2c(=O)[nH]c(=O)n3C)n1 | 1 | 0.9 | / | 1 | 12 | 5 | -20 | / | / | / | / |
| CCN(CC)CCCNC(=O)c1sc2nc(-c3ccc(F)cc3)cn2c1C | 1 | 1 | 0.0 | 1 | 2 | 2 | 3 | 48 | -0.1 | 3 | 0.0 |
| O=C(Nc1ccc2nn(-c3ccccc3)nc2c1)c1cccnc1 | 1 | 0.8 | -0.5 | 0.9 | 20 | 3 | 26 | 5 | -0.8 | 1 | 0.1 |
| CC(C)CC(c1nnnn1C1CCCC1)N1CCN(c2ccccc2F)CC1 (stereo unspecified) | 1 | 0.8 | 0.0 | 0.9 | 16 | -14 | 36 | 22 | -1.7 | 17 | -0.4 |
| CCOC(=O)c1sc(NS(=O)(=O)c2cc(C)ccc2C)nc1C | 1 | 0.9 | 4.4 | 1 | 13 | -1 | / | -6 | 0.8 | 0 | 0.1 |
| Cc1csc(NC(=O)C2CCC(C)(C(=O)O)C2(C)C)n1 (stereo unspecified) | 1 | 1 | 2.1 | 1 | -2 | 2 | 14 | -10 | -1.9 | 16 | -0.1 |
| CCC(=O)c1ccc(OCC(=O)N2CCc3cc(OC)c(OC)cc3C2)cc1 | 1 | 0.8 | -0.2 | 0.9 | 16 | -23 | -30 | 1 | -0.1 | -12 | -0.2 |
| COc1ccc(C(=O)N[C@H](C(=O)NCc2cccs2)C(C)C)cc1 | 1 | 0.8 | -2.9 | 1.1 | 17 | 8 | -14 | -2 | -0.1 | 0 | -0.4 |
| Cc1nn(C)cc1CNC(=O)COc1ccc(Cl)cc1Cl | 0.9 | 0.9 | -0.7 | 1 | 8 | 7 | / | -7 | -1.2 | 16 | 0.0 |
| CCN1CCN(C(c2cccs2)C(C)NS(=O)(=O)c2ccccc2)CC1 (stereo unspecified) | 0.9 | 0.9 | -1.2 | 0.9 | 11 | -1 | -6 | -12 | 0.3 | 5 | -0.3 |
| O=C(CCC1CCCC1)N[C@@H](Cc1ccc(O)cc1)C(=O)O | 1 | 1 | 0.5 | 1.1 | 1 | 7 | 10 | 2 | 0.1 | -7 | 0.1 |
| COc1ccc(-c2ccnc(SCC(=O)c3ccc(Cl)cc3)n2)cc1 | 0.9 | 0.9 | 0.4 | 0.9 | 14 | -9 | 6 | -3 | 8.9* | 5 | -0.5 |

High-throughput results from PubChem.
